Screening results from PubChem BioAssay.
Scp1 inh = blocks human Scp-1 phosphatase activity; Recombinant Scp1, phosphopeptide, malachite green phosphate absorbance; inhibition, % at 20 µM; 340,000 compounds, 0.88% hits; AID 493091;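 active means inhibition above about 50% at 20 µM, limit read from the data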;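 further: plate controls were DMSO wells with enzyme for no effect and wells lacking enzyme for full effect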
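assay system = SCP-1 phosphatase catalytic domain, residues 76-261 | buffer or medium = 50 mM Tris acetate pH 5.5, 0.005% Tween-20, 10 mM MgCl2 | incubation = enzyme reaction 45 min at room temperature, colour 5 min, stabilisation 30 min | signal = Phosphate-binding colour reagent, absorbance read at 630 nm | measure = % inhibition at 20 µM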
LMPTP block = LMPTP (human) inhibition; recombinant LMPTP-A, OMFP fluorogenic substrate, fluorescence intensity; 360,000 compounds, 0.22% hits; inhibition, % at 20 µM; AID 651560;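 active means compounds that cut the enzyme signal by at least half of the control window in the single-dose screen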;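 further: plate controls were DMSO wells with enzyme plus substrate for no effect and substrate without enzyme for full effect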
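Buffer or medium: Bis-Tris pH 6.0, DTT, detergent; Assay system: LMPTP-A enzyme; Quantity: 0.625 nM enzyme; Detection: endpoint fluorescence intensity; Times: 50 min dark incubation at room temperature; Controls: substrate-only low control, DMSO enzyme-plus-substrate high control; Doses: single 20 µM dose; Read-out: percent inhibition versus substrate-only and uninhibited controls; Reagent: 400 µM OMFP.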
SUMO1 PPI mod = alters human SUMO1 binding to SIM partners. inhibition, % at 20 µM. AID 602429. 360,000 compounds, 0.33% hits. SUMO1 binding to a labelled peptide, TR-FRET, 1 h; in the data active means inhibition above about 37%
SKN-1 inh = C. elegans SKN-1 inhibition. C. elegans VP596 Pgst-4::GFP/RFP ratio, acrylamide-induced, 24 h. inhibition, % at 21.8 µM. 360,000 compounds, 0.49% hits;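 active means interference check ratio from 0.5 to 1.5 plus GFP to RFP signal ratio inhibition reaching or exceeding a fixed threshold, cut at about 30% in these data, passing the limit was not always enough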; further: some compounds called inactive have numbers as strong as hits
NadD inh = blocks S. aureus nicotinate mononucleotide adenylyltransferase. purified NadD enzyme, colorimetric absorbance read-out. 360,000 compounds, 0.78% hits. AID 602399. inhibition, % at 20 µM; in the data active means inhibition above about 26%; further: some compounds past the cut are filed as inactive
MT1-MMP act inh = inhibitors of human MT1-MMP activation; P50281; HT1080 RFP-PRO-GFP cells, GFP/RFP ratio fluorescence, overnight; percent of plate control window, DMSO zero; GFP/RFP ratio change, % at 20 µM; 360,000 compounds, 0.061% hits; AID 651647;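 active means GFP/RFP ratio change of at least 30% with cell ATP level not reduced by more than half and red fluorescence within 50% of control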; further: strong numbers were not always called active
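Test system: HT1080 RFP-PRO-GFP cells; Benchmarks: DMSO and RFP-L50D-GFP cell wells; Timing: cells overnight before dosing, compound overnight, 37 °C, 5% CO2; Compound: one 20 µM compound dose with 1% DMSO; Read-out: GFP/RFP fluorescence ratio.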
NRP1-CendR mod = NRP-1/CendR interaction modulation. inhibition, % at 25 µM. AID 602438. O14786. FAM-RPARPAR peptide binding to NRP-1, fluorescence polarization. 360,000 compounds, 0.85% hits;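 active means inhibition or corrected inhibition above about 18%, plus a signal ratio from 0.5 to 1.5, limit read from the data, passing the limit was not always enough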; further: strong numbers were not always called active
STEP block = blocks human striatal-enriched tyrosine phosphatase; 360,000 compounds, 0.25% hits; P54829; inhibition, % at 20 µM; recombinant STEP, OMFP fluorogenic substrate, fluorescence;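 active means inhibition at 20 µM, scaled per plate between control wells, above about 37%, limit read from the data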;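 further: 0% = DMSO with enzyme and substrate and 100% = substrate only without enzyme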
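Assay system: isolated STEP enzyme. Buffer or medium: pH 6.0 Bis-Tris with DTT and Tween 20. Also added: fluorogenic phosphatase substrate OMFP at 25 µM final. Dosing: 20 µM, 1% DMSO. Timing: 20 min reaction, room temperature, in the dark. Measured by: fluorescence intensity, excitation 480 nm, emission 540 nm. Evaluation: normalized % inhibition.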
DNMT1 block = inhibitors of human DNMT1 | inhibition (reported as % activation of signal), % at 10 µM | 360,000 compounds, 0.83% hits | AID 588458 | P26358 | DNMT1 molecular beacon, Hinp1I cleavage, fluorescence; in the data active means inhibition above about 50%
Target sequence (P26358 504-1616 limits assumed): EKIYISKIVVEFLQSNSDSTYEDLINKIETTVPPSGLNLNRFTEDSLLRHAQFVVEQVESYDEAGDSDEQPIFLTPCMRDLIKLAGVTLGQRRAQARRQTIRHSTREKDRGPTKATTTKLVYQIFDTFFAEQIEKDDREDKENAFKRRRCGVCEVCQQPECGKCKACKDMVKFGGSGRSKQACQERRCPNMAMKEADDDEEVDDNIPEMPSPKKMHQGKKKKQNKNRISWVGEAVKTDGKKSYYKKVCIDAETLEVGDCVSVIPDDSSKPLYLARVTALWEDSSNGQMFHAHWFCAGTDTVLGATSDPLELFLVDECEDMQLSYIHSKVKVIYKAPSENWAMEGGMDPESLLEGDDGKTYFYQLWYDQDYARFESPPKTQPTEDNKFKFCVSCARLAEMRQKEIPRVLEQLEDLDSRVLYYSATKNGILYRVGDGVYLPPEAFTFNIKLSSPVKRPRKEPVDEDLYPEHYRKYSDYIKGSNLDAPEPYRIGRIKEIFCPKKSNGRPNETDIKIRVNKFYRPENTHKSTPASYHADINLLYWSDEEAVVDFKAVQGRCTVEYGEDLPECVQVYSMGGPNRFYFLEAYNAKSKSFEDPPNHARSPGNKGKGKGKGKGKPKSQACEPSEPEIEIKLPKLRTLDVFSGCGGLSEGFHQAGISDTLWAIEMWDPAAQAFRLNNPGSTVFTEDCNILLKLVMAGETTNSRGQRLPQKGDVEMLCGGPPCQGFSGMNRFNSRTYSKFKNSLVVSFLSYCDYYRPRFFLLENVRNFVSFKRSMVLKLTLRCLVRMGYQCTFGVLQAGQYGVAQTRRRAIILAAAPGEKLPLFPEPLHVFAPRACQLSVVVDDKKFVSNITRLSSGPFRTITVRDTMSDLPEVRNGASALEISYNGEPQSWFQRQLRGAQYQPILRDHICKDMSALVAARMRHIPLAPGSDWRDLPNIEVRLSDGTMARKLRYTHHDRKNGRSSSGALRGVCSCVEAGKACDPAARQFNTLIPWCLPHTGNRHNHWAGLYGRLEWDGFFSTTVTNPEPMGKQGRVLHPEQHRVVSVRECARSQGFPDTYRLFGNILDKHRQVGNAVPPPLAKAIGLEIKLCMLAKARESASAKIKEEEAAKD
Rpn11 block = inhibitors of human proteasome Rpn11 | human 26S proteasome, Ub4-pepOG fluorescence polarization; 20S core pre-blocked with epoxomicin | AID 588493 | 360,000 compounds, 0.59% hits | calls only at 20 µM;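 active means inhibition at 20 µM, scaled to each plate's controls, above about 33%, limit read from the data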
Active calls of the source: *; i = inactive; · = not tested or not shown.

[1] COc1ccc2c(CC(=O)NCCN3C(=O)S/C(=C\c4cccnc4)C3=O)coc2c1
[2] O=C(Nc1cccc(C(F)(F)F)c1)C1Cc2c(-c3ccccc3Oc3ccccc3)ccnc2O1 (stereo not given)
[3] CC(=O)c1cc2c(C)c(C(=O)c3ccccc3)oc2cc1O
[4] CCOC(=O)N1CCN(C(=O)CSc2ccc3nnc(CCNC(=O)c4ccccc4)n3n2)CC1
[5] Cc1nc2ccccc2n1CC(O)Cn1c2ccccc2c2ccccc21 (stereo not given)
assay / entry	1	2	3	4	5
STEP block	2	0	-1	-1	-1
DNMT1 block	-4	-22	-4	4	-6
NRP1-CendR mod	-16	-7	-137	3	0
LMPTP block	0.4	3.4	3.4	-1.4	0.6
Rpn11 block	i	i	i	i	i
Scp1 inh	-3	·	-18	-13	10
NadD inh	10	1	-11	-3	12
SUMO1 PPI mod	-27	0	-17	2	0
SKN-1 inh	1	9	16	-1	-2
MT1-MMP act inh	-4	-6	-93	-5	-4

[6] COc1ccc(C(=O)N2CCC(C(=O)Nc3ccc4c(c3)OCCO4)CC2)cc1
[7] CCCCC(=O)NC(=S)NNC(=O)c1ccc(Cl)cc1Cl
[8] CCN(CC(=O)Nc1cccc(OC)c1)C(=O)c1cccc(S(=O)(=O)N2CCc3ccccc32)c1
[9] Cc1cccc(NC(=S)N2CCCCC2)c1
[10] CCOc1cccc2cc(-c3nnc(NCc4ccco4)s3)c(=O)oc12
assay / entry	6	7	8	9	10
STEP block	4	2	-1	-1	-2
DNMT1 block	2	1	-5	4	17
NRP1-CendR mod	13	-4	8	13	-23
LMPTP block	-1.5	-1.1	0.4	-0.3	7.9
Rpn11 block	i	i	i	i	i
Scp1 inh	-7	-9	-10	1	34
NadD inh	4	9	-4	4	13
SUMO1 PPI mod	2	-1	-2	4	-13
SKN-1 inh	-1	17	31	6	18
MT1-MMP act inh	3	8	-1	0	-8

[11] O=C(Nc1cccc(NC(=O)C2CC2)n1)C1CC1
[12] CCCC[n+]1ccn(-c2nc3ccccc3nc2[N-]S(=O)(=O)c2ccccc2)c1
[13] CC(C)(C)NC(=O)NC(=O)COC(=O)c1cccc(NS(=O)(=O)c2ccc(F)c(F)c2)c1
[14] O=C(O)c1cccc(Cn2c(Cl)c(/C=N/NC(=O)c3ccco3)sc2=O)c1
[15] COc1ccc(/C=C/C(=O)c2ccc([N+](=O)[O-])o2)cc1
assay / entry	11	12	13	14	15
STEP block	-4	2	-2	3	-2
DNMT1 block	-2	-12	-1	1	15
NRP1-CendR mod	2	2	0	-37	-7
LMPTP block	-2.6	0.4	0.4	-0.1	1.3
Rpn11 block	i	i	i	i	i
Scp1 inh	28	-5	-9	4	2
NadD inh	1	3	-4	-2	-4
SUMO1 PPI mod	0	-12	0	-6	-12
SKN-1 inh	16	9	-4	7	5
MT1-MMP act inh	-7	-3	5	-5	-15

[16] Cn1nc(NC(=O)C(F)(F)F)c2ncc(-c3ccccc3)nc21
[17] O=C(Nc1nccs1)C1CCN(S(=O)(=O)c2ccc(F)cc2)CC1
[18] CS(=O)(=O)c1ccc(CNC(=O)C2(C(F)(F)F)C/C(=C/CCO)CCCO2)cc1 (stereo not given)
[19] CCCCn1c(NCc2ccc(OC)cc2O)nc2ccccc21
[20] COc1ccccc1-n1c(=O)oc2ccc(Cl)cc2c1=O
assay / entry	16	17	18	19	20
STEP block	1	2	-3	3	2
DNMT1 block	10	0	2	0	2
NRP1-CendR mod	7	8	4	-5	3
LMPTP block	-0.5	-1.2	-1.2	6.0	-0.8
Rpn11 block	i	i	i	i	i
Scp1 inh	·	-2	-4	·	1
NadD inh	0	2	1	1	-6
SUMO1 PPI mod	-17	4	2	2	6
SKN-1 inh	11	9	3	-1	-29
MT1-MMP act inh	2	2	-2	-1	-13

[21] CCOc1ccc(S(=O)(=O)NC(C)C)cc1C(N)=O
[22] O=C(Cn1cccc1)N1CCN(C(c2ccccc2)c2ccccc2)CC1
[23] CC(C)[C@@H](NC(=O)OC(C)(C)C)c1cc(C(=O)c2c(-c3ccccc3)[nH]c3ccccc23)c(N)s1
[24] Cc1ccc(Nc2nc(C)nc3c2oc2ccccc23)cc1
[25] O=[N+]([O-])c1ccc(C=CC=Cc2ccccc2)cc1
assay / entry	21	22	23	24	25
STEP block	1	2	·	-2	0
DNMT1 block	3	-7	·	1	10
NRP1-CendR mod	-5	-9	-20	18	-55
LMPTP block	0.2	-0.5	1.5	2.5	-1.4
Rpn11 block	i	i	·	i	·
Scp1 inh	-5	-4	·	-4	·
NadD inh	0	10	·	-5	0
SUMO1 PPI mod	2	5	2	8	-7
SKN-1 inh	-10	-4	11	1	10
MT1-MMP act inh	3	-9	-31	·	-5

[26] CCn1c2ccccc2c2cc(NC(=O)N3CCCCC3)ccc21
[27] Cc1nc(NC(=O)CC(C)C)sc1-c1csc(Nc2ccc(Cl)cc2)n1
[28] O=C(Nc1c(Cl)cccc1Cl)C1CCC1
[29] CN(CC(=O)Nc1ccc(F)cc1)C(=O)COc1ccc([N+](=O)[O-])cc1Cl
[30] Cn1ccnc1C1CCCCN1Cc1nc(-c2ccc3c(c2)OCO3)no1 (stereo not given)
assay / entry	26	27	28	29	30
STEP block	2	-1	-5	0	-1
DNMT1 block	4	-36	3	-1	1
NRP1-CendR mod	-19	-16	-7	-6	4
LMPTP block	-0.1	1.6	-1.5	-0.3	-0.6
Rpn11 block	i	i	i	i	i
Scp1 inh	·	2	-6	-4	-3
NadD inh	-3	15	-5	-1	-2
SUMO1 PPI mod	6	2	2	-17	5
SKN-1 inh	12	26	-21	5	2
MT1-MMP act inh	1	8	-1	1	-4

[31] COc1cc2c(cc1OC)C(C)=NC1(CCCCC1)C2
[32] COc1cccc(-c2nn(-c3ccc(C)cc3)cc2C(=O)N2CCc3cc(OC)c(OC)cc3C2)c1
[33] CC(C)(C)NS(=O)(=O)c1ccc2nc(NC(=O)Cc3cccs3)sc2c1
[34] Cc1cccc(NC(=O)CNc2cc(C)ccc2C)c1
[35] Cc1nnc(-c2ccccc2)c[n+]1[O-]
assay / entry	31	32	33	34	35
STEP block	2	0	-2	0	0
DNMT1 block	0	-8	-8	-7	2
NRP1-CendR mod	-13	2	-1	9	-3
LMPTP block	-0.8	2.3	-0.3	-0.8	-0.6
Rpn11 block	i	i	i	i	i
Scp1 inh	-13	-8	-1	-2	-3
NadD inh	-3	0	-2	15	-4
SUMO1 PPI mod	1	10	-1	-1	-17
SKN-1 inh	20	-9	4	19	-28
MT1-MMP act inh	3	-5	9	-2	0

[36] CCN1CCN(S(=O)(=O)c2ccc(OC)c3ccccc23)CC1
[37] COc1cc(-c2nnc(-c3ccc(S(=O)(=O)c4ccccc4)cc3)o2)cc(OC)c1OC
[38] O=C(COC(=O)c1n[nH]c(=O)c2ccccc12)NC1CCCCC1
[39] Cc1cccc(N=C(N2CCOCC2)P(=O)(N2CCOCC2)N2CCOCC2)c1
[40] C[C@H]1CCCCO[C@@H](CN(C)S(=O)(=O)c2ccc(Cl)cc2)[C@@H](C)CN([C@@H](C)CO)C(=O)c2cc(NS(=O)(=O)c3ccccc3)ccc2O1
assay / entry	36	37	38	39	40
STEP block	5	9	2	15	0
DNMT1 block	-5	0	0	1	2
NRP1-CendR mod	-12	-3	7	10	2
LMPTP block	-2.7	3.2	-3.2	-0.6	-1.2
Rpn11 block	i	i	i	i	i
Scp1 inh	-5	-7	-7	-7	·
NadD inh	-7	-11	7	0	7
SUMO1 PPI mod	2	15	-8	-3	-1
SKN-1 inh	14	4	4	9	8
MT1-MMP act inh	4	4	2	-2	-1

Part of the list above in order of number of heavy atoms, highest first.
[37] COc1cc(-c2nnc(-c3ccc(S(=O)(=O)c4ccccc4)cc3)o2)cc(OC)c1OC
[38] O=C(COC(=O)c1n[nH]c(=O)c2ccccc12)NC1CCCCC1
[34] Cc1cccc(NC(=O)CNc2cc(C)ccc2C)c1
[35] Cc1nnc(-c2ccccc2)c[n+]1[O-]
assay / entry	37	38	34	35
STEP block	9	2	0	0
DNMT1 block	0	0	-7	2
NRP1-CendR mod	-3	7	9	-3
LMPTP block	3.2	-3.2	-0.8	-0.6
Rpn11 block	i	i	i	i
Scp1 inh	-7	-7	-2	-3
NadD inh	-11	7	15	-4
SUMO1 PPI mod	15	-8	-1	-17
SKN-1 inh	4	4	19	-28
MT1-MMP act inh	4	2	-2	0

Remaining list, next part.
[41] O=C(c1ccc(S(=O)(=O)Nc2ccccc2Cl)cc1)N1CCOCC1
[42] Cc1cc(C)n2nc(C(=O)Nc3ccc(S(=O)(=O)N4CCCCC4)cc3)nc2n1
[43] Cc1ccc(CS(=O)(=O)c2ccccc2-c2nnc(-c3ccc(Cl)cc3)o2)cc1
[44] Cc1ccc(N(C(=O)Cn2nnc(-c3ccc(F)cc3)n2)C(CC(C)C)C(=O)NCC2CCCO2)cc1 (stereo not given)
[45] COc1ccc(CCNC(=S)NCCc2c[nH]c3ccccc23)cc1
[46] CCC(C(N)=NCCc1ccc(OC)c(OC)c1)c1ccccc1 (stereo not given)
[47] CC(C)(C)c1csc(NC(=O)Nc2ccccc2)n1
[48] Cc1cc(CNC(=O)COc2cc(F)ccc2[N+](=O)[O-])c2ccccc2n1
assay / entry	41	42	43	44	45	46	47	48
STEP block	-3	-4	5	2	0	0	2	0
DNMT1 block	8	2	3	-1	7	2	7	5
NRP1-CendR mod	26*	1	-3	-3	-3	-3	-3	-17
LMPTP block	-2.7	-0.8	1.7	0.0	0.7	0.0	6.3	0.2
Rpn11 block	i	i	i	i	i	i	i	i
Scp1 inh	-1	-7	-7	-13	-3	-10	5	14
NadD inh	-1	0	-10	2	-6	-4	-1	-11
SUMO1 PPI mod	11	0	5	1	-2	-5	1	-13
SKN-1 inh	11	9	-8	10	-7	-2	23	-23
MT1-MMP act inh	2	2	5	-4	-1	0	-18	-3
